# GPR35 arrestin U2OS = inhibition of zaprinast-stimulated GPR35 beta-arrestin translocation – imaging, U2OS, beta-arrestin-GFP, zaprinast agonist, primary screen (AID 2058) | 290,000 compounds, 0.052% hits | U2OS GPR35 beta-arrestin-GFP translocation imaging, zaprinast antagonism; higher % means a stronger effect | inhibition, % at 10 µM, or IC50 in µM where a hit was titrated;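 active = inhibition of at least 50% with at least 30 cells and total cytoplasm GFP at most 10,000,000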
# KOR beta-arrestin-1 = kappa opioid receptor activators – cell-based, luminescence, uHTS, primary screen (AID 1777); KOR beta-arrestin recruitment, luminescence; higher % means a stronger effect; activation, % at 10 µM; hits with a dose series show EC50 in µM; 280,000 compounds, 0.02% hits; in the data active = activation above about 50%, passing the limit was not always enough; note: a part of the inactive calls stands beside numbers as strong as those of hits
# West Nile virus CPE = inhibition of WNV-induced cytopathic effect – cell-based, CPE readout (AID 1621); West Nile virus-infected cells, CPE inhibition; higher % means a stronger effect; CPE inhibition, % at 10 µM, or IC50 in µM where a hit was titrated; 290,000 compounds, 0.02% hits; in the data active = a potency from the dose series; note: strong numbers were not always called active
# NOD1 inhibition = NOD1 signaling inhibitors, primary screen, cell-based, luminescence, uHTS (AID 1578); 290,000 compounds, 1% hits; NOD1-driven NF-kB luciferase reporter cells, luminescence; higher % means a stronger effect; one-dose inhibition, % at 4 µM; EC50 in µM for titrated hits; in the data active = inhibition mostly above about 36%, no sharp cut-off; inactive = mostly below about 34%;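 note: HEK-293T reporter cells stimulated with the NOD1 agonist gamma-tri-DAP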
# HIV peptide binding = cell-free HIV fusion peptide-binding blockers – biochemical, uHTS, fluorescence dequenching, primary screen (AID 1986); inhibition, % at 20 µM, or IC50 in µM where a hit was titrated; 290,000 compounds, 0.3% hits; cell-free peptide binding, fluorescence dequenching, 30 min; higher % means a stronger effect; in the data active = inhibition mostly above about 52%, no sharp cut-off; inactive = mostly below about 76%; note: some results filed as inactive read as strong as hits
# GPR55 beta-arrestin = GPR55 agonists via beta-arrestin recruitment, primary screen, imaging, U2OS cells, beta-arrestin-GFP redistribution (AID 1961); U2OS GPR55 beta-arrestin-GFP redistribution imaging; higher % means a stronger effect; one-dose activation, % at 10 µM; EC50 in µM for titrated hits; 290,000 compounds, 0.048% hits;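 active = activation above 40% with more than 50 cells counted in the well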;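 note: U2OS osteosarcoma cells stably expressing GPR55 and beta-arrestin-GFP; plate controls were DMSO negative control for no effect and LPI positive control for full effect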
# KOR beta-arrestin-2 = KOR antagonists, beta-arrestin recruitment, cell-based, luminescence, uHTS (AID 1778); KOR beta-arrestin recruitment, luminescence, antagonist mode; higher % means a stronger effect; one-dose inhibition, % at 10 µM; IC50 in µM for titrated hits; 290,000 compounds, 0.091% hits; in the data active = inhibition above about 50%; note: strong numbers were not always called active
# GPR55 antagonists = inhibition of LPI-stimulated GPR55 beta-arrestin translocation – imaging, U2OS, beta-arrestin-GFP, LPI agonist, primary screen (AID 2013); U2OS GPR55 beta-arrestin-GFP translocation imaging, LPI antagonism; higher % means a stronger effect; inhibition, % at 10 µM, or IC50 in µM where a hit was titrated; 290,000 compounds, 0.13% hits;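 active = spots per cell inhibited over 60%, with over 100 cells counted and total cytoplasm intensity under 500,000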;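 note: U2OS cells stably carrying GPR55 and arrestin-GFP stimulated by 5 µM LPI near EC80; imaged beta-arrestin-GFP aggregate spots per cell after agonist stimulation; plate controls were LPI-stimulated DMSO wells for no effect and DMSO wells without LPI for full effect; some results filed as inactive read as strong as hits; confirmed hits need IC50 under 10 µM and bright autofluorescent wells are also inconclusive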
# Dengue-2 NS5 capping = Dengue-2 NS5 methyltransferase inhibitors, primary screen, biochemical, confirmation dose response (AID 588689) | Dengue-2 NS5 methyltransferase capping enzyme assay, biochemical; higher % means a stronger effect | inhibition, % at 25 µM, or IC50 in µM where a hit was titrated | 340,000 compounds, 0.3% hits; in the data active = a potency from the dose series
# Dengue-2 NS5 capping pilot replicate = second read-out of Dengue-2 NS5 capping, no call of its own (marks repeat the call); inhibition, %; measured here: pilot screen replicate inhibition
# * = called active by the depositor; . = not tested or not shown; [ ] = dose if it differs, or a comment. Some of the compounds tested; count on the stated rates, not on these rows.
SMILES,GPR35 arrestin U2OS,KOR beta-arrestin-1,West Nile virus CPE,NOD1 inhibition,HIV peptide binding,GPR55 beta-arrestin,KOR beta-arrestin-2,GPR55 antagonists,Dengue-2 NS5 capping,others
O=C(CCS(=O)(=O)c1ccccc1)Nc1ccccn1,-2%,-2.7%,0.1%,24%,1.3%,0.3%,3%,-4%,-1%,
N#Cc1c(NC(=O)Cn2c(=O)oc3ccccc32)oc(-c2ccccc2)c1-c1ccccc1,14%,8.1%,0.1%,7%,15%,0.2%,-29%,8%,-3%,
COCC(=O)N/N=C\c1ccccc1OC/C=C/c1ccccc1,1%,3.2%,1.3%,-56%,-0.7%,-0.2%,-9%,2%,-5%,
N#CC1(c2ccccc2)CCCN1C(=O)c1ccccc1Br (centres undefined),9%,3.6%,0.1%,-7%,4.7%,-0.1%,-54%,19%,5%,
CCOC(=O)C1(Cc2cccc(OC)c2)CCCN(C(=O)CNC(C)=O)C1 (centres undefined),8%,-2.7%,-0.1%,-38%,-1.9%,-0.2%,-29%[20 µM],-2%,.,
CC(C)NC(=O)c1cnc(N2CCN(c3ccccn3)CC2)c2ccccc12,-1%,-2.1%,1.7%,-13%,3.2%,0.4%,4%,-8%,4%,
Cc1cc(=O)oc2cc(OCCSCCN3CCCCC3)ccc12,13%,-2.3%,-0.6%,-3%,-1.0%,-0.2%,5%,11%,-4%,
O=C(N/N=C/c1cccnc1)C12CC3CC(CC(C3)C1)C2,-2%,-4.1%,1.4%,-22%,0.5%,-0.1%,-6%,12%,-2%,
O=Cc1c(Cl)nc2ccccn12,5%,2.6%,-0.4%,-26%,-1.4%,0.2%,-23%[20 µM],-1%,1%,
COc1cc([N+](=O)[O-])ccc1NC(=O)CCCOc1ccccc1,-1%,-1.3%,.,.,1.1%,-0.1%,-26%,12%,-4%,
CCC(C)n1c(=S)[nH]c2ccccc2c1=O (centres undefined),2%,2.3%,2.5%,-27%,-0.6%,0.2%,11%,-11%,-6%,
O=C1OC(c2ccc(Cl)cc2)=N/C1=C\C=C\c1ccco1,6%,-2.3%,0.0%,-32%,22%,0.6%,-2%,11%,-4%,
Cc1ccc(NC(=O)Nc2ccc3c(c2)OCO3)c(OC(F)F)c1,-5%,-2.4%,-0.8%,-41%,-2.7%,0.2%,-11%,21%,-2%,
COC(=O)c1cc(NC(=O)/C=C/c2ccc3c(c2)OCO3)cc(C(=O)OC)c1,4%,2.8%,0.2%,15%,-3.4%,-0.1%,-14%,.,-4%,Dengue-2 NS5 capping pilot replicate=-1.5
CC1=NN(c2ccc(C)cc2)C(=O)/C1=C\C=C\c1ccccc1,-2%,1.7%,0.3%,49%,3.8%,0.1%,-75%,14%,13%,
Cc1ccc(CNC(=O)Cc2ccc(NC3=NC4CS(=O)(=O)CC4S3)cc2)cc1 (centres undefined),-1%,1.2%,0.9%,2%,-0.5%,-0.1%,-12%[20 µM],9%,-4%,
Cc1ccc(C(=O)N2CCSC2=S)cc1,-3%,.,0.0%,-28%,2.6%,0.3%,15%[20 µM],13%,3%,
Oc1ccc(-c2csc(Nc3ccccn3)n2)cc1O,9%,11%,-1.0%,-129%,14%,-0.3%,-27%,-3%,24%,
O=S(=O)(Nc1ccc(Cl)c(C(F)(F)F)c1)c1cnc[nH]1,2%,3.8%,0.2%,-9%,1.5%,-0.1%,18%,1%,-2%,
Cc1nc2ccccc2n1-c1ccccc1,-2%,0.9%,-0.5%,-18%,3.0%,-0.2%,-28%,13%,-3%,

# Among those listed so far, these have an NH in an aromatic ring:
SMILES,GPR35 arrestin U2OS,KOR beta-arrestin-1,West Nile virus CPE,NOD1 inhibition,HIV peptide binding,GPR55 beta-arrestin,KOR beta-arrestin-2,GPR55 antagonists,Dengue-2 NS5 capping,others
CCC(C)n1c(=S)[nH]c2ccccc2c1=O (centres undefined),2%,2.3%,2.5%,-27%,-0.6%,0.2%,11%,-11%,-6%,
O=S(=O)(Nc1ccc(Cl)c(C(F)(F)F)c1)c1cnc[nH]1,2%,3.8%,0.2%,-9%,1.5%,-0.1%,18%,1%,-2%,

# Later entries.
SMILES,GPR35 arrestin U2OS,KOR beta-arrestin-1,West Nile virus CPE,NOD1 inhibition,HIV peptide binding,GPR55 beta-arrestin,KOR beta-arrestin-2,GPR55 antagonists,Dengue-2 NS5 capping,others
CCOC(=O)CC(NC(=O)c1ccco1)c1ccccc1Cl (centres undefined),9%,2.6%,-0.7%,-15%,-0.1%,-0.2%,-8%,39%,-4%,
CC(=O)c1ccc(Nc2c(C)n(C)n(-c3ccccc3)c2=O)cc1,-20%,-2.3%,0.7%,-20%,0.4%,-0.6%,-15%,3%,-2%,
COC(=O)c1ccc2c(=O)[nH]c(CN3c4ccccc4CC3C)nc2c1 (centres undefined),18%,3.6%,0.0%,-5%,-2.4%,-0.1%,15%,0%,11%,
Cc1cccc(CSCCNC(=O)c2ccc(CN3CCOCC3)cc2)c1,12%,-1.1%,-0.8%,-25%,1.8%,0.4%,.,-6%,-4%,
O=C1CN(C(=O)N[C@@H](Cc2ccccc2)C(=O)N[C@H](Cc2ccccc2)C(=O)O)c2ccccc2N1,4%,5.2%,-0.1%,-9%,2.5%,-0.2%,1%[20 µM],3%,-2%,
COc1ccc(NC(=O)CCNC(=O)N2CC(=O)Nc3ccccc32)c(OC)c1,-11%,-3.2%,-0.2%,-16%,-0.3%,-0.1%,-2%,0%,2%,
CCn1c(SCC(=O)c2ccccc2)nnc1-c1cc2cc(Br)ccc2o1,-24%,38%,0.6%,-7%,-3.5%,0.1%,-2%,-7%,-3%,
Cc1ccc2nc3c(cc(C(=O)NC4CCCCC4)c(=N)n3C3CCCCC3)c(=O)n2c1,8%,-2.1%,-0.9%,-14%,1.0%,-0.1%,-6%,19%,7%,
C/C=C(\C)C(=O)NCCN1C2=NC[C@H](Cc3ccccc3)N2C[C@H]1Cc1ccc(O)cc1,-3%,-0.9%,1.1%,-28%,-1.5%,0.6%,10%,-2%,0%,
CSc1nc(-c2ccc(Cl)cc2Cl)[nH]c(=O)c1C#N,7%,0.9%,0.2%,-13%,10%,-0.4%,-3%,-1%,14%,
CCC(C)NC(=O)c1cc(-c2cccs2)nc2ccccc12 (centres undefined),-5%,2.9%,-1.0%,-5%,0.5%,-0.1%,-35%,-1%,-2%,
COC(=O)c1cccc(NC(=O)c2cccnc2C(=O)O)c1C,0%,.,0.7%,-16%,-0.8%,-0.1%,7%[20 µM],1%,.,
COc1ccc(CCNC(=O)Nc2ccccc2[N+](=O)[O-])cc1,-14%,-1.6%,-1.4%,-41%,-1.1%,0.2%,-9%[20 µM],12%,.,
Cn1cc(SCC(=O)NCC2CCCO2)c2ccccc21 (centres undefined),-6%,-0.8%,0.1%,-6%,-0.9%,0.3%,-4%,4%,-1%,
Cc1ccc(C2NC(c3ccc(C)cc3)C(C)C(=NO)C2C)cc1 (centres undefined),4%,2.0%,-0.3%,14%,-1.6%,-0.1%,-19%,7%,1%,
CN=Cc1sc2ccccc2c1O,-11%,8.2%,0.0%,-11%,3.3%,0.4%,-1%,-2%,1%,
CCCC(=O)c1c[nH]c(C(=O)NCc2ccco2)c1,6%,1.1%,0.0%,-14%,0.5%,-0.1%,0%,28%,-5%,
O=C(CCSCc1ccccc1Cl)NC1CCCCC1,-2%,1.1%,-0.3%,-34%,-0.9%,-0.2%,-20%,-2%,-1%,
CC(CC(=O)O)C(=O)c1ccc(Cl)c([N+](=O)[O-])c1 (centres undefined),2%,-1.2%,-0.7%,-27%,1.2%,0.2%,-8%,11%,-4%,
C=CCNC(=O)c1cccc(C(F)(F)F)c1,-5%,0.9%,-0.8%,-10%,-3.5%,0.6%,-35%,13%,4%,
Cc1ccc(S(=O)(=O)Nc2ccc3c(c2)CCC3)cc1,18%,7.3%,-1.3%,5%,0.2%,-0.2%,-26%,-11%,3%,
NC(=O)C1CCN(C(=O)c2cc(S(=O)(=O)N3CCOCC3)c(Cl)cc2Cl)CC1,6%,0.9%,-0.4%,-9%,-0.4%,0.2%,-15%,-8%,4%,
COc1ccc(-n2nc(C(=O)NCC(=O)NC3CCCCCC3)c3ccccc3c2=O)cc1OC,-5%,4.5%,-0.6%,0%,0.5%,-0.1%,-10%,9%,6%,
CCOC(=O)c1cnc2ccc(C(=O)OC)cc2c1NCc1ccco1,-16%,1.2%,-0.5%,-32%,-0.5%,0.0%,19%,4%,.,
CC(C)NC(=O)CCn1ccc2cc(S(=O)(=O)N3CCCC3)ccc21,-19%,8.2%,0.2%,-22%,1.3%,-0.2%,-7%,-8%,-5%,
CCCNC(=O)c1ccc(N2CCC3(CC2)CC(c2ccccc2)=NO3)c(N)c1,-13%,0.8%,-1.3%,-25%,-1.7%,-0.2%,-62%[20 µM],-10%,6%,
CC1CCN(C(=O)Cn2c3ccc(F)cc3c3nc4n(c(=O)c32)CCCS4)CC1,55%,-3.2%,-0.2%,-6%,0.5%,0.2%,-4%,14%,1%,
CCOC(=O)c1c(NC(=O)CN2C(=O)NC(C)(c3ccccc3)C2=O)sc(C)c1C (centres undefined),-6%,11%,-1.3%,-4%,4.4%,1.3%,-82%,6%,-7%,
O=C(Cn1nnc(-c2ccc(OCc3ccccc3F)cc2)n1)N1CCOCC1,-5%,2.1%,-0.4%,-41%,1.3%,-0.3%,0%,14%,-5%,Dengue-2 NS5 capping pilot replicate=-1.8
NC(=O)/C(=C\c1ccccc1)NC(=O)c1ccc(NC(=O)c2ccccc2)cc1,10%,-0.5%,0.3%,-6%,-0.1%,-0.1%,13%,11%,9%,
CCOc1ccc(C(=O)NN2CCOCC2)cc1,-1%,3.6%,-0.5%,-20%,-0.2%,0.3%,-21%,-6%,-8%,
O=C(Nc1nnc(-c2ccc(Cl)cc2)o1)c1cccc(N2C(=O)CCC2=O)c1,-18%,11%,1.7%,16%,4.4%,1.4%,7%,11%,1%,
CC1(C)CC(CCNS(=O)(=O)c2ccccc2)(c2ccccc2)CCO1 (centres undefined),-7%,4.6%,-1.6%,-7%,-2.2%,0.0%,28%,-2%,0%,
C=CCNC(=S)N1CCc2c([nH]c3ccccc23)C1C (centres undefined),-6%,2.8%,-0.7%,-32%,-0.8%,-0.1%,-28%[20 µM],1%,4%,
O=C(NC1CCCCC1)N(Cc1nc2ccccc2c(=O)[nH]1)C1CCCC1,4%,0.9%,.,14%,0.1%,0.3%,23%,-1%,1%,
O=C(NCCCn1ccnc1)c1ccc(S(=O)(=O)Nc2ccccc2)cc1,13%,-1.1%,0.1%,-7%,-1.2%,0.4%,17%,15%,8%,
COc1ccc(CN2CCN(Cc3csc(C(C)=O)c3)CC2CCO)c(C)c1C (centres undefined),-3%,.,-0.6%,-28%,0.8%,-0.1%,-11%[20 µM],-5%,-9%,
COc1ccc(Cc2nc3ccc(C(=O)N4C[C@@H](C)O[C@@H](C)C4)cc3o2)cc1OC,-4%,-4.5%,-0.1%,5%,1.3%,0.2%,-6%,-8%,-7%,

# High-throughput results as filed in PubChem BioAssay.
